AmpC inh no detg = qHTS Inhibitors of AmpC Beta-Lactamase (assay without detergent); AmpC nitrocefin hydrolysis, absorbance 480 nm, 0.0001% Triton; Potency, µM (doses to about 57.1 µM), for inactives: top-dose activity change, negative = inhibition, usual class: inhibitors; 330,000 tested, 0.52% active;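 also: potency is read from the fitted curve at half-maximal effect; plate controls were no compound for no effect and no enzyme for full effect; nearly all actives have a fitted effect of over 20% in size; some results filed as inactive show a strong effect at the top dose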
Target sequence (P00811 whole entry, looked up): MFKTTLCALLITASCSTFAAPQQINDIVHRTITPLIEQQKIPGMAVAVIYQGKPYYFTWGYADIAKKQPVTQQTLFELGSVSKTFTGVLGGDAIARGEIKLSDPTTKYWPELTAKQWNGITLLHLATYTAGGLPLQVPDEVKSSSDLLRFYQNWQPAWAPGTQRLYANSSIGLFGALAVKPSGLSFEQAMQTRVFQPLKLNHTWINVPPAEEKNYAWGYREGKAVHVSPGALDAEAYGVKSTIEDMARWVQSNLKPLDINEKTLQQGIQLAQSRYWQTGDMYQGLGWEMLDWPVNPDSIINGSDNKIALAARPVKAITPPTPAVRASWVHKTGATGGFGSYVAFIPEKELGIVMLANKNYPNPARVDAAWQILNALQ
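20 mM phosphate pH 7.0 + 0.01% (detergent screen) or 0.0001% Triton X-100; 5.3 nM AmpC reagent; cpd preinc 15 min RT; nitrocefin (800 uM stock) to start; A480 q20 s × 4 min; Activity was normalised to no-enzyme and no-compound control wells.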
Pf growth 48h = Primary qHTS for delayed death inhibitors of the malarial parasite plastid, 48 hour incubation; P. falciparum luciferase growth in erythrocytes, 48 h; Potency, µM (top dose mostly 28.7 µM), inactives show at the highest dose activity change, negative = inhibition, hits mostly inhibitors; 310,000 tested, 5.9% active; AID 504832, 2011; also: potency is read from the fitted curve at half-maximal effect; % is scaled to controls: 0 for no effect and ±100 for the full control effect
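Erythrocytes infected with P. falciparum carrying an integrated firefly luciferase reporter (2% hematocrit, 0.1% parasitemia final) were exposed to compounds in RPMI 1640 with 0.5% Albumax at 37 C, 5% CO2. Growth inhibition was scored as reduced luminescence.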
Pf growth 96h = Primary qHTS for delayed death inhibitors of the malarial parasite plastid, 96 hour incubation; P. falciparum luciferase reporter growth, 96 h; Potency, µM (top dose mostly 28.7 µM), without a hit: top-dose activity change, negative = inhibition, usual class: inhibitors; 320,000 tested, 6.9% active; also: potency is read from the fitted curve at half-maximal effect; % is scaled to controls: 0 for no effect and ±100 for the full control effect
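Erythrocytes infected with luciferase-expressing P. falciparum were dispensed at 2% hematocrit and 0.05% parasitemia (final), then incubated with compounds 96 hours at 37 C in 5% CO2. Luminescence after detection reagent addition reported growth.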
Cycloheximide cs = Cycloheximide Counterscreen for Small Molecule Inhibitors of Shiga Toxin. cell reporter, cycloheximide protein synthesis inhibition counterscreen. max response, %. 300,000 tested, 12% active. AID 2314, 2010; in the data active = max response mostly above about 13%, no sharp cut-off; inactive = mostly below about 14%; also: read at 38.3 µM for the half of the compounds with a filed dose; 0% is about no effect
Shiga inhibitor = A qHTS for Small Molecule Inhibitors of Shiga Toxin. inhibition, % at 38.7 µM. AID 2315, 2010. 290,000 tested, 9.2% active. Vero cells, Shiga toxin protein synthesis inhibition reporter; in the data active = inhibition mostly above about 28%, no sharp cut-off; inactive = mostly below about 43%; also: 0% is about no effect
TbPYK inhibitor = qHTS of Trypanosoma Brucei Inhibitors; 410,000 tested, 0.12% active; Potency, µM (doses to about 76.8 µM), for the others: at the top dose activity, negative = inhibition, usual class: inhibitors; TbPYK enzyme, Kinase-Glo Plus ATP luminescence, 45 min; also: potency is read from the fitted curve at half-maximal effect; % is scaled to controls: 0 for no effect and ±100 for the full control effect; nearly all actives have a fitted effect of over 50% in size
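Enzyme and substrate buffer are dispensed first and compound is pin-transferred. ADP at 130 uM final then starts the reaction, which runs 45 min at room temperature. Detection reagent is added for 10 min before luminescence is imaged.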
LmPK inhibitor = qHTS Assay for Inhibitors of Leishmania Mexicana Pyruvate Kinase (LmPK); Q27686; purified LmPK, Kinase-Glo ATP luminescence, 1 h; Potency, µM (highest dose often 57.5 µM), without a hit: at the highest dose activity change, negative = inhibition, hits mostly inhibitors; 290,000 tested, 0.37% active; AID 1721, 2009; also: potency is read from the fitted curve at half-maximal effect; % is scaled to controls: 0 for no effect and ±100 for the full control effect
Target sequence (Q27686 whole entry, looked up): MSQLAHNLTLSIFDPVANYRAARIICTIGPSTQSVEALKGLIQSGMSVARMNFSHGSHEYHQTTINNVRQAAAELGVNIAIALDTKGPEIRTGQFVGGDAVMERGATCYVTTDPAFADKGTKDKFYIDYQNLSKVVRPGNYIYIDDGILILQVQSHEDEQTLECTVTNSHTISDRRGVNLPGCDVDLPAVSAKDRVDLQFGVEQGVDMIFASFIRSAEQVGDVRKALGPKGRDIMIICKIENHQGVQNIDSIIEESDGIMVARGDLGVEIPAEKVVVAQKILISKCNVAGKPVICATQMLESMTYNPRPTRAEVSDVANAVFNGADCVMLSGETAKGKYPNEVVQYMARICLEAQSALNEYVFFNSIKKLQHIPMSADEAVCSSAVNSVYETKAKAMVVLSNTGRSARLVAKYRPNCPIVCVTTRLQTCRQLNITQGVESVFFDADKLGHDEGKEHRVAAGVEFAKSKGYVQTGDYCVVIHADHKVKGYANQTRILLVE
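Kinase-Glo luminescence read after 1 h RT reaction of 0.1 nM LmPK with 0.5 mM PEP and 0.1 mM ADP. Activity scaled between uninhibited and enzyme-free controls.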
The depositor's hits bear a star; ? = inconclusive; . = no result given; & = joins results of further samples; [ ] = remark or other dose. Unless noted, calls follow the shape of the dose curve; as a rule, active = well fitted curve in the direction sought with a large enough effect; inconclusive = small, poorly fitted or top-dose-only effect, or another doubt; inactive = no such curve, though single readings can be large; an effect the other way counts as inactive or inconclusive. Random draw from the library (roughly 22% active in at least one column).

cpd	canonical_smiles	Cycloheximide cs	LmPK inhibitor	Shiga inhibitor	Pf growth 48h	Pf growth 96h	AmpC inh no detg	TbPYK inhibitor
1	C=CCSc1ncc(C(=O)OCC)c(N)n1	41*	-6%	51*	136%[activator]	57%[activator]	-10%	-3%
2	C/C(=N\NC(=O)c1nnn(-c2nonc2N)c1C(C)C)c1cc(C)sc1C	-1	1%	17	-15%	-8%	-23%	-3%
3	CC(C)C(=O)NCc1cc(-c2ccccc2)no1	-4	-1%	-12	-41%[5.75 µM]	5.2µM*	-5%[2.29 µM]	2%
4	CC(OC(=O)CSc1ccccc1)C(=O)NC1CCCCC1C (stereo not drawn)	.	.	.	-7%	59%[activator]	-4%	-5%
5	O=C(COC(=O)COc1ccc(Br)cc1)NCc1ccccc1	.	.	.	-4%	30%	-3%	-6%
6	O=C(COc1ccccc1)NC(NC(=S)Nc1ccccc1O)C(Cl)(Cl)Cl (stereo not drawn)	-3	4%	-10	?	6%	-37%	11%
7	O=C(Cn1nnc(-c2ccc(Cl)cc2)n1)NC1CC2CCC1C2 (stereo not drawn)	-6	0%	-2	0%	.	-15%	5%
8	CCOC(=O)N1CCN(C(=O)CN(c2ccc(Cl)c(C(F)(F)F)c2)S(C)(=O)=O)CC1	-8	-4%	-10	-18%	4%	93%[activator]	0%
9	Cc1cccn2c(=O)c(/C=C(\C#N)C(N)=O)c(N3CCCCCC3)nc12	13	4%	-4	?	-27%	11%	-7%
10	Cc1sc2nc(C(C)C)nc(SCC(=O)NCc3ccco3)c2c1C	32*	-1%	45	?	?	-2%	-11%

Next part.
cpd	canonical_smiles	Cycloheximide cs	LmPK inhibitor	Shiga inhibitor	Pf growth 48h	Pf growth 96h	AmpC inh no detg	TbPYK inhibitor
11	CC1CCN(C(=O)C2CCC(C)(C(=O)O)C2(C)C)CC1 (stereo not drawn)	-5	-1%	-10	12%	0%	0%	-3%
12	O=[N+]([O-])c1ccc2c(c1)c(-c1ccccc1)nc1nncn12	-2	-2%	-5	-3%	52%[activator]	-20%	1%
13	O=c1[nH]c(=S)n(-c2ccc(F)cc2)c(O)c1/C=N/N1CCOCC1	-1	0%	1	2%	7%	-11%	3%
14	O=C(Nn1cnnc1)c1ccc(Cl)cc1[N+](=O)[O-]	-1	0%	.	30%	16%	-3%	0%
15	COc1ccc(C2N=C(c3ccccc3)C(C)(C)N2O)cc1 (stereo not drawn)	-2	2%	-5	.	40%[activator]	-5%	1%
16	O=C(O)c1cc(-c2ccc(Cl)cc2)n(-c2cccc(Cl)c2)n1	-1	5%	-6	-4%	50%[activator]	-19%	-5%
17	COc1cc(C=O)ccc1OCCOCCOc1cc(C)ccc1Cl	2	2%	-3	1%	1%	22%	4%
18	Cc1cc2c(cc1S(=O)(=O)NCc1ccc(N(C)C)cc1)OCC(=O)N2	4	1%	8	-16%	?	-30%	-1%&-1%
19	Cc1ccccc1-n1c(O)c(/C=C/C=Nc2ccccc2)c(=O)[nH]c1=O	-6	3%	11	10%	8%	-20%	-8%
20	COC(=O)c1ccc(N2CCN(C)CC2)c([N+](=O)[O-])c1	-2	2%	33	64%[activator]	20%	-8%	-4%

Continued.
cpd	canonical_smiles	Cycloheximide cs	LmPK inhibitor	Shiga inhibitor	Pf growth 48h	Pf growth 96h	AmpC inh no detg	TbPYK inhibitor
21	CCN1CCC[C@H]1CNC(=O)c1c(OC)ccc(Br)c1OC	.	.	.	10%&-5%	?	-7%	4%&-5%
22	c1coc(-c2nnc(SCc3cn4ccccc4n3)o2)c1	-1	6%	-2	.	-8%	-16%	-8%
23	CN(C)c1cccc2c1c(NC(=O)Nc1ccccc1)nn2C	-1	4%	1	?	9.3µM*	-28%	-11%
24	O=C(c1cc(-c2cccs2)on1)N1CCc2ccccc2C1	18	1%	47*	?	2%	-25%	4%
25	Cc1cc(C(=O)N/N=C/c2ccc(Cl)c([N+](=O)[O-])c2)c(C)n1-c1ccc(F)cc1	13	0%	35*	13µM*	13µM*	16µM*	4%
26	CSc1n[nH]c(NCc2ccc(Cl)cc2)n1	15*	1%	51*	45%[activator]	33%[activator]	-13%	.
27	CCCc1nc2ccc(NC(C)=O)cc2c(=O)n1Cc1ccccc1Cl	-1	2%	-14	?	-20%	208%[activator]	-6%
28	COc1ccccc1CCNC(=O)CSc1ccc(-c2ccco2)nn1	4	-11%	-16	?	?	7%	-19%
29	O=S(=O)(c1ccccc1)N(CC1CO1)c1cc(Cl)ccc1Cl (stereo not drawn)	-2	-2%	3	-11%	8%	-18%	-12%
30	CCOc1ccc(C(C)=O)cc1CN1C(=O)NC2(CCCCCCC2)C1=O	-1	-1%	-17	12µM*	?	-6%	7%

(next part)
cpd	canonical_smiles	Cycloheximide cs	LmPK inhibitor	Shiga inhibitor	Pf growth 48h	Pf growth 96h	AmpC inh no detg	TbPYK inhibitor
31	COC(=O)c1ccccc1NC(=O)C1CCN(S(C)(=O)=O)CC1	1	-1%	12	1%	.	0.16µM*	-9%
32	CCOc1ccc(N2CCCn3c2nc2c3c(=O)n(CCc3ccccc3)c(=O)n2C)cc1	-4	5%	-6	-12%	?	-5%	.
33	CC(=O)NC(=S)Nc1ccc(S(=O)(=O)Nc2ncccn2)cc1	1	-3%	-9	1%	-6%	-10%	6%
34	Cc1cccc(NC(=S)NC2CC3CCCC(C2)N3Cc2cccs2)c1C (stereo not drawn)	-1	3%	-14	?	5.9µM*	-7%	-9%
35	CCOC(=O)c1c(C)nn(Cc2ccccc2)c1N	1	1%	7	-14%	5.2µM*	-28%	-3%
36	CCC(=O)N1CCc2cc(S(=O)(=O)CCC(=O)Nc3ccc(OC)cc3)ccc21	-1	1%	-3	5%	?	-13%	-7%
37	O=C(N/N=C\C=C\c1ccc2c(c1)OCO2)C1COc2ccccc2O1 (stereo not drawn)	11	-1%	5	-2%	-6%	-37%	4%
38	O=C(COC(=O)c1ccccc1Br)NCCN1C(=O)CSC1=O	20*	2%	109*	81%[activator]	53%[activator]	6%	5%
39	CC(C)(C)c1ccc(CSc2nnc(-c3ccccc3NC(=O)c3ccccc3)o2)cc1	-1	1%	-3	?	?	-22%	8%
40	Cc1noc(N)c1C1(O)C(=O)N(C(C)C)c2ccccc21 (stereo not drawn)	6	-2%	14	-2%	?	-12%	-1%

Reprinted at random: two records from the list, in no set order.
cpd	canonical_smiles	Cycloheximide cs	LmPK inhibitor	Shiga inhibitor	Pf growth 48h	Pf growth 96h	AmpC inh no detg	TbPYK inhibitor
35	CCOC(=O)c1c(C)nn(Cc2ccccc2)c1N	1	1%	7	-14%	5.2µM*	-28%	-3%
39	CC(C)(C)c1ccc(CSc2nnc(-c3ccccc3NC(=O)c3ccccc3)o2)cc1	-1	1%	-3	?	?	-22%	8%

Further records:
cpd	canonical_smiles	Cycloheximide cs	LmPK inhibitor	Shiga inhibitor	Pf growth 48h	Pf growth 96h	AmpC inh no detg	TbPYK inhibitor
41	COc1cc(OC)cc(C(=O)Nn2cc(C(=O)Nc3ccc(F)cc3F)c3ccccc3c2=O)c1	-3	1%	-20	?	57%[activator]	-2%	-6%
42	CC(C)(C)C(=O)NC(=S)N1CCCC1	-2	-1%	-8	10%	-20%	-13%	-4%
43	CN(c1ccccc1)S(=O)(=O)c1ccc(C(=O)NCc2ccco2)cc1	.	.	.	9%	9%	7%	5%
44	COc1ccc(NC(=O)COc2cccc3c2CCN(Cc2cccnc2)C3=O)cc1	1	-9%	-36	?	?	-4%	-4%
45	Cc1ccc2nc(NNC(=O)c3ccc(S(=O)(=O)N4CCc5ccccc5C4)cc3)sc2c1	8	3%	19	1.9µM*	2.9µM*	?	-4%
46	O=C(c1ccc(S(=O)(=O)N2CCCC2)cc1)N(c1ccc(F)cc1)C1C=CS(=O)(=O)C1 (stereo not drawn)	-2	-1%	33	2%	63%[activator]	-7%	-1%
47	O=C(Oc1cccc(N2C(=O)CCC2=O)c1)c1ccccc1	-3	2%	-12	2%	-1%	65%	-14%
48	O=C(NCc1cccnc1)c1ccccc1NS(=O)(=O)c1ccc(F)cc1	-2	2%	-4	-28%	51%[activator]	-21%	9%
49	Cn1c(=O)c2[nH]c(CNc3ccc(C(=O)O)cc3)nc2n(C)c1=O	-1	4%	-6	-1%	14%	-6%	8%
50	CC(Oc1cc2oc(=O)c3c(c2cc1Cl)CCC3)C(=O)NCCCN1CCCC1=O (stereo not drawn)	4	-2%	0	?	?	90%[activator]	-2%

(listing goes on)
cpd	canonical_smiles	Cycloheximide cs	LmPK inhibitor	Shiga inhibitor	Pf growth 48h	Pf growth 96h	AmpC inh no detg	TbPYK inhibitor
51	CC1=NNC(=O)C1CCC(=O)N/N=C/c1ccc(Cl)cc1 (stereo not drawn)	1	3%	-11	11%	?	-13%	-5%
52	O=C(c1ccco1)N1CCN=C1SCc1cccc(Cl)c1	-6	6%	-8	.	10µM*	-28%	-11%
53	COc1cc(OC)cc(C(=O)NCC(=O)OCC(=O)N2CC(C)CC(C)C2)c1 (stereo not drawn)	5	0%	-2	38%	8%	0%[11.4 µM]	3%
54	c1nnn(C23CC4CC(CC(C4)C2)C3)n1	-1	2%	-9	5%	.	-12%	-1%
55	O=C(CN1CCN(Cc2cccc(Cl)c2)C1=O)N1CCC2(CC1)OCCO2	-2	-1%	-11	-4%	19%	0%	-10%
56	O=C(c1ccc(CN2CCOCC2)cc1)N1CCN(c2ccccc2F)CC1	-3	2%	-5	.	-5%	6%	-5%
57	Cc1cc(SCC(=O)Nc2cccc(S(N)(=O)=O)c2)c(C)cc1Br	-7	3%	-13	15%	?	-30%	2%
58	CCCC(C(=O)O)N1C(=O)/C(=C/c2cccn2C)SC1=S (stereo not drawn)	6	5%	12	11%	-9%	0%	-6%
59	CCOC(=O)C1(C(F)(F)F)N=C(C(F)(F)F)Nc2ccccc21 (stereo not drawn)	8	1%	-4	.	-15%	-2%	3%
60	CCOc1ccccc1N1CCN(Cc2cccc(OC)c2OC)CC1	0	1%	7	-1%	-28%	28%	0%

Continuation:
cpd	canonical_smiles	Cycloheximide cs	LmPK inhibitor	Shiga inhibitor	Pf growth 48h	Pf growth 96h	AmpC inh no detg	TbPYK inhibitor
61	COc1ccc(OC)c(NC(=O)C(=S)NC2CCCCC2)c1	11	1%	1	?	7%	-7%	-7%
62	COC(=O)c1cn(N(C)c2ncc(C(F)(F)F)cc2Cl)c(=O)c2ccccc12	-2	12%	-7	.	?	-13%	1%
63	C/C(Cn1cnc([N+](=O)[O-])n1)=N/NC(=O)COc1c(Cl)cc(Cl)cc1Cl	13	1%	-10	-3%	41%	-34%	2%
64	COc1cc(NC(=S)NCCc2c[nH]c3ccccc23)c(OC)cc1Cl	0	3%	0	-16%	?	-30%	-4%
65	CCCN(CCC)c1ncnc2nc[nH]c12	-2	2%	7	10%	?	-21%	0%
66	C=CCS(=O)(=O)N1CCCC(Cc2ccccc2C)(C(=O)OCC)C1 (stereo not drawn)	-2	-4%	14	?	?	35%	0%

Bioassay records from PubChem.
